# Assay outcomes from PubChem.
# CHO-K1 Ca PAM: nonselective activator or artifact in parental CHO-K1 calcium assay | ATP EC20, Fluo-8 calcium fluorescence; 0% at ATP EC20, 100% at ATP max | activation, % at 3 µM | 0.02% of 360,000 active | AID 602247;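 active = activation above the run cutoff, the mean activation of all test compounds plus 3 SD, cut at about 40% in these data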;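 note: peak over basal fluorescence ratio in a 140 s read after ATP addition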
# TAAR1 antag: human TAAR1 antagonism; Q96RJ0; CHO RD-HGA16 TAAR1, Fluo-8 calcium fluorescence, antagonist; inhibition, % at 3 µM; 1.5% of 360,000 active; AID 624466;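 active = inhibition above a per-plate cutoff, the mean inhibition of test compounds on that plate plus 3 SD, cut at about 49% in these data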;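 note: 0% = DMSO plus EC80 beta-PEA response and 100% = DMSO alone without agonist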
# Target sequence (Q96RJ0 whole entry, looked up): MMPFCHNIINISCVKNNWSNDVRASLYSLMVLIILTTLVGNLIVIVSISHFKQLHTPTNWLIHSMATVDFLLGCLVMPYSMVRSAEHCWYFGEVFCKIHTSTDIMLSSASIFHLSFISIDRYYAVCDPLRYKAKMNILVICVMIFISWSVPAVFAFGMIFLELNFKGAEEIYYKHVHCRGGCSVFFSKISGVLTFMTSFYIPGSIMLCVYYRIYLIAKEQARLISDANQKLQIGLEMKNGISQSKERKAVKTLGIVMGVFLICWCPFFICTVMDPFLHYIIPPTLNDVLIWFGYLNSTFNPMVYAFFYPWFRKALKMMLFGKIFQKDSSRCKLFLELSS
#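 Test system – hTAAR1-expressing CHO RD-HGA16 cells, Gα16-coupled · Also added – β-PEA at EC80 concentration, post-compound challenge · Compound – 3 µM, single point · Incubation – dye loading 75 min at 37 °C, then 30 min room temperature · Measured by – Fluo-8 intracellular calcium dye fluorescence, real-time kinetic reads · Benchmarks – vehicle and agonist controls · Replicates – singlicate, one well per test compound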
# M4 PAM: potentiates acetylcholine response at human M4 receptor. AID 624126. 0.4% of 360,000 active. CHO-K1 hM4/Gqi5, Fluo-8 calcium fluorescence, ACh EC20; 0% = ACh EC20, 100% = maximal ACh. P08173. activation, % at 3 µM;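 active = activation above its plate's cutoff, the mean activation of sample wells plus 3 SD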; note: some results filed as inactive read as strong as hits
# Target sequence (P08173 whole entry, looked up): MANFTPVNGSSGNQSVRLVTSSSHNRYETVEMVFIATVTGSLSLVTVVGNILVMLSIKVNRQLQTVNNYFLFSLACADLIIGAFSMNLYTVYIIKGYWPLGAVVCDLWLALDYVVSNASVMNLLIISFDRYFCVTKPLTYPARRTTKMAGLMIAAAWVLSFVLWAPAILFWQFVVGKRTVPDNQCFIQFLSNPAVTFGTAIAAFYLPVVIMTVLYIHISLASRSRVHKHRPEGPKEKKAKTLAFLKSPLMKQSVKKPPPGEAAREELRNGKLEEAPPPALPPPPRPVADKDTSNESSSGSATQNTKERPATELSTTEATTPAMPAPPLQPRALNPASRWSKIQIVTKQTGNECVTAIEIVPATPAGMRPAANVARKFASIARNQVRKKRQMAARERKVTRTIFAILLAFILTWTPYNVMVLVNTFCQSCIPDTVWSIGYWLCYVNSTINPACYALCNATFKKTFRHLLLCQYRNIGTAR
# M5 antag: blocks acetylcholine activation of human M5 receptor; CHO-hM5 cells, Fluo-8 calcium fluorescence, ACh EC80; 0.59% of 360,000 active; P08912; inhibition, % at 3 µM;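 active = inhibition above a per-plate cutoff, the mean of that plate's test compounds plus 3 SD, cut at about 27% in these data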;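 note: 0% = acetylcholine EC80 with DMSO and 100% = DMSO without agonist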
# TAAR1 ag: human TAAR1 agonism | 0.99% of 360,000 active | CHO RD-HGA16 TAAR1, Fluo-8 calcium fluorescence; vehicle wells 0%, saturating PEA agonist 100% | activation, % at 3 µM | Q96RJ0;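 active = activation above the mean activation of all test compounds in the run plus 3 SD, cut at about 38% in these data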
#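 Test system: RD-HGA16 (CHO) cells co-expressing Gα16 and hTAAR1; dosing: one-point dosing at 3 µM (nominal); timing: 17-24 h seeding, 75 min 37 °C dye, 30 min RT; signal: kinetic Fluo-8 calcium fluorescence; read-out basis: % activation relative to PEA EC100 response; controls: DMSO and PEA EC100; replicates: n 1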
# M5 ag: CHRM5 agonism in calcium assay; AID 624037; CHO-K1 hM5 cells, Fluo-8 calcium fluorescence; 0% DMSO wells, 100% maximal acetylcholine response; activation, % at 3 µM; 0.19% of 360,000 active; P08912;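 active = activation above the run's mean over test compounds plus 3 SD, cut at about 23% in these data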;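 note: signal is peak over basal fluorescence ratio across the kinetic read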
# CHRM5 PAM: positive allosteric modulators of human muscarinic M5 receptor; P08912; CHO-K1 hM5, Fluo-8 calcium, ACh EC20 PAM; 0% = ACh EC20, 100% = ACh EC100; activation, % at 3 µM; 0.3% of 360,000 active; AID 624038;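 active = activation above the run cutoff, the mean activation of all test compounds plus 3 SD, cut at about 18% in these data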
#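 system = human M5 receptor in CHO-K1 cells | compound = one concentration, 3 µM final (nominal) | schedule = Post-acetylcholine fluorescence recording 140 s | signal = Fluo-8 calcium dye fluorescence, kinetic read | benchmarks = low control EC20 acetylcholine (0%), high control EC100 acetylcholine (100%) | repeats = singlicate, one well per test compound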
# CRFBP-R2 agonist: CRF-BP/CRF-R2 complex agonism. HEK293 CRF-R2/CRF-BP, calcium dye fluorescence (FLIPR); percent of saturating CRF peptide response. activation, % at 13.2 µM. 0.46% of 350,000 active. AID 588473;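 active = activation of at least 50%, plus an integration ratio under a set limit after plate pattern correction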;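 note: plate controls were neutral control wells without compound for no effect and CRF at EC100 for full effect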
# CRFR2-BP antag: blocks CRF-induced signaling of the CRF-BP/CRF-R2 complex; HEK293 CRF-R2/CRF-BP, CRF-induced calcium fluorescence; inhibition, % at 11.8 µM; 0.59% of 350,000 active; AID 588475;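 active = inhibition of the ligand-induced calcium signal above about 50% at the single tested concentration, limit read from the data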
# Active calls of the source: *; . = not tested or not shown. An unsorted share of the library, and some 4.2% of all compounds hit somewhere here.
# Values run as follows: CHO-K1 Ca PAM	TAAR1 antag	M4 PAM	M5 antag	TAAR1 ag	M5 ag	CHRM5 PAM	CRFBP-R2 agonist	CRFR2-BP antag
1	Cc1cc(Oc2ccc(Cl)cc2)nc(-c2ccccc2O)n1
    15.5	-12.8	8.1	-3.6	7.4	-0.5	-0.7	4.6	-5.6
2	Cc1ccc(C)c(-c2cc(C(=O)NN3CCOCC3)c3ccccc3n2)c1
    -9.7	-24.5	-1.8	-3.1	1.4	5.7	3.1	0.2	2.6
3	Cc1cc(C(C)(C)C)ccc1OCCN(C)C
    4.2	-4.8	10.7	-5.1	5.2	4.3	8.5	5.6	4.7
4	CCCS(=O)(=O)N1CCCC(C(=O)NCc2cccnc2)C1 (stereo not given)
    12.3	5.1	2.1	25.3	-0.3	-3.7	-17.2	6.3	-18.3
5	O=c1nc(N2CCCC2)nc(N2CCCC2)[nH]1
    -16.2	3.4	-3.7	-13.4	2.6	3.2	-2.2	2.0	-16.1
6	O=C(/C=C/c1ccco1)NC(=S)Nc1cc(C(F)(F)F)ccc1N1CCOCC1
    6.9	18.0	0.2	-1.5	10.6	1.2	2.4	0.5	-49.2
7	COc1ccc(S(=O)(=O)Nc2cc3c4c(oc3c3ccccc23)CC(C)(C)CC4=O)cc1
    -5.1	3.6	8.9	-2.2	0.5	-2.5	-1.6	-0.2	4.4
8	CCc1noc(C)c1C(=O)N1CCCSC1=Nc1ccccc1Cl
    3.7	-15.6	2.8	-2.1	0.9	-4.5	1.3	-7.2	28.6
9	CCC(=O)N1N=C(c2cccc(NS(C)(=O)=O)c2)CC1c1cccs1 (stereo not given)
    17.8	-1.6	1.5	7.0	1.7	3.5	-1.5	-0.4	-5.9
10	CCOc1cc(/C=N/Nc2cccc(C(=O)O)c2)ccc1OC(=O)c1ccccc1
    -3.6	0.0	-6.1	4.1	5.2	-2.2	-1.4	-0.8	16.6
11	Cc1cc(C(=O)NC(C)CCc2ccccc2)ccc1[N+](=O)[O-] (stereo not given)
    11.7	-1.5	-5.4	3.6	0.1	-11.3	-5.7	-1.1	12.9
12	CC(NC(=O)c1ccncc1)C(c1cccs1)N1CCOCC1 (stereo not given)
    20.8	-2.2	29.5	-3.9	10.8	1.4	1.0	0.9	3.8
13	Cc1cccnc1NC(=O)C(C)Oc1ccccc1 (stereo not given)
    11.4	-13.4	9.6	-2.8	-3.2	0.7	6.4	0.4	79.6*
14	N#C/C(=C/c1ccc(C(=O)O)cc1)C(=O)NCc1ccccc1
    -7.5	19.3	3.0	1.0	4.7	-1.9	-0.1	0.7	-1.2
15	O=C(c1ccccc1)N(Cc1nc2ccccc2c(=O)[nH]1)C1CCCCC1
    -5.8	4.8	3.2	6.2	5.0	-1.9	-1.6	0.3	-20.5
16	c1ccc(NC2=NCCCCS2)cc1
    -3.8	-20.8	-6.9	9.7	3.8	-5.6	-3.9	-1.9	26.4
17	Cc1nc(NC(=O)CSc2nnnn2Cc2ccccc2)sc1C
    13.7	-1.9	-5.5	-14.0	7.9	-0.8	4.1	1.2	-4.1
18	CC1(C)Oc2ccc3ccc(=O)oc3c2C(/C=N/O)=C1Cl
    3.8	-3.1	0.9	8.2	0.7	2.8	0.1	0.2	4.0
19	Cn1c(SCC(=O)N2CCN(c3cccc(Cl)c3)CC2)nnc1-c1ccncc1
    16.4	-3.6	-6.2	6.2	4.8	0.2	4.9	-0.7	-0.6
20	O=C(c1cc(-c2ccccc2)on1)N1CCCC1
    -1.0	-0.8	4.0	-2.5	9.1	0.9	0.1	0.1	-6.3
21	O=C(Oc1cccc2cccnc12)c1cccc(N2C(=O)C3C4CCC(C4)C3C2=O)c1 (stereo not given)
    .	-13.6	.	.	3.9	.	.	-0.6	-1.9
22	CCOc1cc(CN2CCN(c3cccc(C(F)(F)F)c3)CC2)ccc1OC
    18.7	-3.1	7.8	3.3	5.1	-4.7	-4.8	-0.6	5.6
23	Oc1c(CN2CCOCC2)cc(CN2CCOCC2)cc1CN1CCOCC1
    34.5	-32.6	5.9	11.9	3.7	3.6	7.3	-1.3	-3.0
24	COc1ccc(NC(=O)CN2CCc3ccccc3C2)c([N+](=O)[O-])c1
    9.9	-2.7	-3.5	7.5	5.1	-3.2	-7.0	0.4	-3.5
25	CCOC(=O)Cn1c(Br)nc2c1c(=O)[nH]c(=O)n2C
    14.1	-0.3	-3.6	4.8	10.2	1.8	1.3	-1.6	-2.3
26	CC(C)(OC1OC(CO)C(O)C(O)C1O)[C@H]1Oc2ccc3ccc(=O)oc3c2[C@H]1O (stereo not given in full)
    -4.0	9.8	11.6	-3.6	8.3	3.8	11.8	-1.4	13.0
27	COc1ccc(NC(=O)CSCC(=O)N(C)CC(=O)Nc2ccc(Cl)c(C(F)(F)F)c2)cc1
    4.4	17.4	3.8	11.2	29.2	3.4	-4.2	-0.3	-3.4
28	Cc1ccc(S(=O)(=O)NC(C)C(=O)Nc2ccc3c(c2)OCO3)cc1 (stereo not given)
    5.1	-13.8	8.5	8.0	1.1	-3.0	1.8	0.7	6.2
29	COC(=O)c1cnn2c3c(c(C)nc12)CCCC3
    11.4	-9.8	13.1	1.4	10.8	-2.6	7.0	1.7	-15.9
30	Cc1ccc(NC(=O)CCSc2nnc(C)o2)cc1
    -14.7	1.7	4.8	-6.4	1.6	0.7	3.4	-0.1	-7.7
31	O=C(COC(=O)c1ccc(S(=O)(=O)N2CCCCC2)cc1)NCc1ccccc1
    -10.1	-22.9	4.5	5.2	4.0	5.5	7.9	1.3	-4.4
32	COc1nc(NCc2cccnc2)nc(NC2CCCCC2)n1
    -7.5	0.5	4.3	-4.1	2.2	-1.9	0.2	1.3	-3.5
33	CC(C)NC(=O)CC1Nc2c3ccccc3nc(=S)n2C1=O (stereo not given)
    -0.4	-8.0	5.7	-0.6	2.8	-0.2	8.2	0.1	-3.8
34	CC(C)C(=O)Nc1cccc(C(=O)Nc2ccc(S(=O)(=O)N3CCOCC3)cc2)c1
    26.1	-3.4	0.1	-2.1	3.2	5.6	4.4	0.4	9.6
35	CSc1ccccc1-n1nnnc1SCc1ccccc1
    -0.7	-7.1	10.1	9.5	1.1	-5.4	-8.1	1.0	21.7
36	Cc1ccc(C(C(=O)NC(C)(C)C)N(CCCN2CCOCC2)C(=O)c2ccc(-c3ccccc3)[nH]2)o1 (stereo not given)
    10.7	-24.7	-1.3	12.6	11.0	-0.3	-0.4	-0.5	-0.1
37	Cc1cc(C)nc(NN2C(=O)C=CC2=O)n1
    -5.7	.	-3.5	4.8	.	-2.1	-5.8	1.0	6.6
38	O=C(O)/C=C/c1cn(-c2ccccc2)nc1-c1ccc2c(c1)OCCO2
    0.4	-1.0	12.1	9.4	0.7	1.8	2.6	0.9	10.7
39	O=C(Nc1ccc(OC(F)(F)F)cc1)C1CCCCN1S(=O)(=O)c1ccccc1 (stereo not given)
    -11.2	-19.2	-9.8	6.1	0.7	-4.6	-12.1	0.6	0.3
40	OCCC1CN(Cc2ccc(-n3cccn3)cc2)CCN1Cc1ccccc1 (stereo not given)
    7.5	-17.5	-10.6	15.7	0.7	-7.0	-1.3	-0.8	12.8
41	CCC(=O)Nc1cc2c(cc1C(=O)c1ccccc1)OCCO2
    14.8	5.2	-2.2	-11.7	10.3	-6.7	-1.5	-2.9	25.7
42	Cc1ccccc1Cn1nnc(C(=O)Nc2cccc(C)c2C)c1N
    -5.1	10.5	0.5	2.5	65.9*	18.2	-1.0	8.9	-57.3
43	CN(C(=O)COC(=O)c1c2c(nc3ccccc13)CCCC2)c1c(N)n(Cc2ccccc2)c(=O)[nH]c1=O
    1.0	9.6	7.3	7.8	2.3	1.8	-3.5	-0.3	4.4
44	C=C(C)COc1ccc(-c2ncncc2-c2ccccc2)c(O)c1
    1.6	-0.5	-10.6	7.8	-1.4	-10.0	-9.3	1.9	-10.0
45	COc1cccc(C2CCCN2Cc2nc(CC3CC3)no2)c1 (stereo not given)
    18.6	-0.6	1.8	23.0	1.6	-4.3	-7.5	-3.4	7.5
46	O=C(Nc1ccc(Br)c(Cl)c1)C1CC1
    -3.1	13.6	-3.6	4.3	6.4	-0.5	-0.6	-0.1	3.6
47	O=C(Nc1cccc(Cl)c1)OCCOC(=O)Nc1cccc(Cl)c1
    -2.2	18.1	0.4	2.6	-0.2	-6.0	-10.0	4.0	6.4
48	Cc1ccc(N(C(=O)C2CCCC2)C2C=CS(=O)(=O)C2)cc1 (stereo not given)
    -2.2	-5.3	3.4	7.1	5.4	-0.7	6.5	0.9	-26.0
49	Cc1nnc(SCC(=O)Nc2ccc3c(c2)OCO3)[nH]c1=O
    -1.1	-0.1	10.7	-0.1	0.2	0.3	1.8	0.0	-3.2
50	COc1ccccc1NC(=O)COC(=O)/C=C/c1ccc2c(c1)OCO2
    -13.0	-3.2	-9.3	-1.2	0.1	-2.9	-4.3	2.0	-8.6

# Continued:
# Values run as follows: CHO-K1 Ca PAM	TAAR1 antag	M4 PAM	M5 antag	TAAR1 ag	M5 ag	CHRM5 PAM	CRFBP-R2 agonist	CRFR2-BP antag
51	Cc1ccccc1NC(=O)NCc1cccnc1
    -12.5	-17.0	-7.7	-11.3	-0.2	3.8	6.0	0.1	11.7
52	O=C(NCc1ccccc1Cl)c1ccc2nnsc2c1
    6.7	19.4	-27.1	15.3	0.1	3.7	-21.3	-1.4	-6.7
53	COc1cc(CCC(=O)NNC(=O)c2cccc(Cl)c2)cc(OC)c1OC
    7.4	0.1	-2.8	12.0	-0.2	-1.8	6.8	-0.9	5.5
54	Nc1c(S(=O)(=O)c2cccs2)c2nc3ccccc3nc2n1Cc1ccc2c(c1)OCO2
    26.0	-8.4	2.4	-6.2	24.3	5.1	5.9	2.0	-7.1
55	Cc1ccccc1N1CCN(CC(=O)Nc2nc(C)c(C(=O)N(C)C)s2)CC1
    10.2	-8.5	-2.2	2.4	0.0	-2.2	4.8	1.2	-4.0
56	CCN(CC)S(=O)(=O)c1cccc(C(=O)Nc2ccc(Cl)cn2)c1
    -2.9	-8.9	8.1	0.0	10.1	-0.9	-0.1	-0.8	-15.8
57	O=C(CN(C(=O)c1ccc2c(c1)OCCO2)c1ccccc1)NCC1CCCO1 (stereo not given)
    -2.1	-7.3	-4.9	-1.0	6.2	-1.0	-0.7	-0.2	11.4
58	COc1ccc(CCNC(=O)CSc2ncc(C(=O)Nc3ccccc3)c(=O)n2C)cc1
    -12.9	-3.3	11.7	2.3	1.9	2.6	5.1	-0.2	1.6
59	CCOc1ccc(-n2c(SCC(=O)Nc3ccc4c(c3)OCO4)nc3c(c2=O)SCC3)cc1
    29.8	-14.7	13.4	1.8	4.5	-1.7	5.0	-0.4	22.6
